PLCb3 inh: inhibitors of human phospholipase C beta3; AID 720704; Purified PLC-beta3, fluorogenic substrate, fluorescence; 370,000 compounds, 0.18% hits; Q01970; inhibition, % at 12.2 µM; in the data active means inhibition above about 11%;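 further: 0% = median of compound wells on plate and 100% = full blocker control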
Tn7 DDE FP: inhibitors of Tn7 peptide binding to human fibrin DD(E). P02675. FP displacement of FITC-Tn7 peptide from fibrin DD(E); 0% = median of compound wells per plate. inhibition, % at 8.3 µM. 370,000 compounds, 0.13% hits. AID 720508;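 active means inhibition above the mean of compounds falling within the control limits plus 3 SD of them, cut at about 14% in these data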;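 further: 0% = plate median of compound wells and 100% = 10 µM Aha-Tn7 peptide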
Target sequence (P02675 whole entry, looked up): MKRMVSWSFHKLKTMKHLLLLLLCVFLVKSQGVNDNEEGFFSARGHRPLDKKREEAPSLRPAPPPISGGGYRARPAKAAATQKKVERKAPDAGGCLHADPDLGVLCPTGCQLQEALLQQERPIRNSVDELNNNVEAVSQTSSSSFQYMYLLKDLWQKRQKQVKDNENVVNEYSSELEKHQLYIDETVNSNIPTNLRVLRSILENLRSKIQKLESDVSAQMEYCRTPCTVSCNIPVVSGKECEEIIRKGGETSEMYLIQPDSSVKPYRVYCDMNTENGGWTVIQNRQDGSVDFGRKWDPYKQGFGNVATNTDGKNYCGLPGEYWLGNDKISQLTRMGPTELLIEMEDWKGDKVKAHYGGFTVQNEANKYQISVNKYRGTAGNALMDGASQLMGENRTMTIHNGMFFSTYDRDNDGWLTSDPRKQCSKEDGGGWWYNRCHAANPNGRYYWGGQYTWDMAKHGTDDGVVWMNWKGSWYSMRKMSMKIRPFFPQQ
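Assay system: human fibrin DD(E). Input: DD(E) 2 µM final. Medium: Tris buffer with calcium and detergent, pH 7.8. Compound dosing: single point at 8.3 µM. Timing: 10 min plus 3 h, room temperature. Technique: fluorescence polarization of the labelled Tn7 tracer. Read-out: percent inhibition. Replicates: singlicate testing.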
ADAM17 inh: inhibits human ADAM17; P78536; inhibition, % at 6.95 µM; 370,000 compounds, 0.83% hits; recombinant ADAM17, EDANS/DABCYL FRET peptide cleavage;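 active means inhibition above the mean of compounds lying between control limits plus 3 SD, set per campaign, cut at about 8.5% in these data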;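 further: 0% = DMSO-only wells as the low control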
PLCg1 inh: inhibitors of human phospholipase C gamma1. P19174. purified PLC-gamma1, fluorogenic substrate, fluorescence. inhibition, % at 12.2 µM. 370,000 compounds, 0.84% hits. AID 720700; in the data active means inhibition above about 9.5%
TDP2 absorb: TDP2 (human) inhibition, absorbance primary screen. AID 720702. 370,000 compounds, 0.34% hits. inhibition, % at 12.8 µM. O95551. recombinant TDP2, T5PNP hydrolysis, p-nitrophenol absorbance 415 nm;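 active means inhibition above the mean of all tested compounds plus 3 SD, set per campaign, cut at about 25% in these data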;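 further: 0% = DMSO with enzyme and 100% = buffer with substrate but no TDP2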
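Incubation: 2 h at 37 °C; Test system: recombinant human TDP2; Quantity: enzyme 120 nM; Read-out basis: percent inhibition; Medium: 50 mM Tris-HCl pH 7.5 with Mg2+, KCl, DTT, BSA; Repeats: single replicate; Compound: 12.8 µM single point, 1% DMSO; Signal: epi absorbance; Reagent: 5 mM T5PNP chromogenic substrate; Benchmarks: no-enzyme high, DMSO-plus-enzyme low.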
ASAP1 GAP inh: blocks human ASAP1-stimulated Arf1 GTP hydrolysis; inhibition, % at 16.5 µM; AID 624377; 360,000 compounds, 0.19% hits; GDP FP detection; Q9ULH1; in the data active means inhibition above about 25%;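 further: 0% = vehicle with enzyme and substrate and 100% = no enzyme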
ARFGAP1 inh: inhibitors of rat ARFGAP1; Arfgap1-stimulated ARF1 GTP hydrolysis, GDP FP detection; inhibition, % at 16.5 µM; 360,000 compounds, 0.26% hits;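 active means inhibition above a per-plate limit, mean inhibition of low control wells plus 3 SD, cut at about 25% in these data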;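 further: 0% = DMSO wells with enzyme and 100% = wells lacking Arfgap1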
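material = rat Arfgap1 catalytic domain, aa 1-136 | also added = human ARF1(Δ1-17)-GTP substrate | compound dosing = one concentration, 16.5 µM, DMSO 1.26% | times = GTP hydrolysis reaction 2 h at 25 °C | measured by = FP, GDP Alexa 633 tracer displaced from anti-GDP antibody, 620/688 nm | evaluation = percent inhibition of Arfgap1-stimulated GTP hydrolysis | replication = single well per compound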
ADAM10 inh: inhibitors of human ADAM10; inhibition, % at 7 µM; O14672; 370,000 compounds, 0.62% hits; recombinant ADAM10, EDANS/DABCYL FRET peptide cleavage, 3 h; AID 720582;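 active means inhibition above a per-campaign cutoff equal to the mean of compounds falling between control-based bounds plus 3 SD, cut at about 20% in these data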;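 further: 0% = DMSO wells while the 100% control is not disclosed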
SIAE inh: human SIAE inhibition, primary screen; 370,000 compounds, 0.69% hits; SIAE FP-Rh probe binding, fluorescence polarization; inhibition, % at 9.66 µM;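 active means inhibition above a cutoff: mean of compounds within the control limits plus 3 SD of those, cut at about 17% in these data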;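 further: 0% = plate median of compound wells and 100% = probe without SIAE protein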
Target sequence (Q9HAT2 whole entry, looked up): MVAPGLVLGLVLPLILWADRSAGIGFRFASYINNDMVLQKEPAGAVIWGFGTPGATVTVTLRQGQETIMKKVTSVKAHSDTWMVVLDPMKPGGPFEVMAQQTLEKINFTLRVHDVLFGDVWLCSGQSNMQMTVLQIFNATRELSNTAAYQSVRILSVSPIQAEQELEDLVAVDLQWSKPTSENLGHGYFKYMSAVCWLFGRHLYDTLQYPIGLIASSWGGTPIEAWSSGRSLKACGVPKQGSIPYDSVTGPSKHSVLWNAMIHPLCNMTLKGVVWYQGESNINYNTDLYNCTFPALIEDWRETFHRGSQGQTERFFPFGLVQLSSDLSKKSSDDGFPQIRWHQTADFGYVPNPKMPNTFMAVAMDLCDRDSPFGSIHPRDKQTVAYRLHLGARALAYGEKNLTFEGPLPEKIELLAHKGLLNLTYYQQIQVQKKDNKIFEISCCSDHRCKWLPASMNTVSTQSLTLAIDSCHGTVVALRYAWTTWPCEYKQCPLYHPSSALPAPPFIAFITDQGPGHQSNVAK
Tn6 DDE FP: disrupts Tn6 cyclic peptide binding to fibrin D-Dimer-E complex. P02675. Fibrin DD(E) TRITC-Tn6 fluorescence polarization displacement. inhibition, % at 8.3 µM. 370,000 compounds, 0.21% hits. AID 720509;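 active means inhibition above a per-campaign cutoff: mean of compounds within control limits plus 3 SD, cut at about 15% in these data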;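 further: 0% = median of all compound wells on the plate and 100% = blocking peptide control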
* = called active by the depositor.

Results for CC(=O)Oc1ccc2c(=O)c(Oc3ccccc3)coc2c1OC(C)=O ?
PLCb3 inh: -1; Tn7 DDE FP: -3; ADAM17 inh: 2; PLCg1 inh: 4; TDP2 absorb: -2; ASAP1 GAP inh: 2; ARFGAP1 inh: -10; ADAM10 inh: 5; SIAE inh: 20*; Tn6 DDE FP: -3

How did Cc1cc(C)n2c(SCC(=O)Nc3ccccc3C#N)nnc2n1 do in these assays?
PLCb3 inh: -84; Tn7 DDE FP: 1; ADAM17 inh: -12; PLCg1 inh: -44; TDP2 absorb: 8; ASAP1 GAP inh: -3; ARFGAP1 inh: 6; ADAM10 inh: -48; SIAE inh: 6; Tn6 DDE FP: 1

Results for Cn1c(=O)n(CC(=O)NC2CCCCC2)c(=O)c2ccccc21 ?
PLCb3 inh: 1; Tn7 DDE FP: -2; ADAM17 inh: 0; PLCg1 inh: 9; TDP2 absorb: 1; ASAP1 GAP inh: -6; ARFGAP1 inh: -5; ADAM10 inh: -13; SIAE inh: -4; Tn6 DDE FP: 2

What do the screens show for `CC(C)(C)c1ccc(S(=O)(=O)Nc2ccc(C(=O)N3CCCC3)cc2)cc1`?
PLCb3 inh: -8; Tn7 DDE FP: 0; ADAM17 inh: 0; PLCg1 inh: 7; TDP2 absorb: -14; ASAP1 GAP inh: -6; ARFGAP1 inh: -3; ADAM10 inh: 5; SIAE inh: -2; Tn6 DDE FP: -1

Results for COc1cc(OC)cc(-n2nnnc2SCC(=O)Nc2ccc(C(C)=O)cc2)c1 ?
PLCb3 inh: 1; Tn7 DDE FP: 2; ADAM17 inh: -5; PLCg1 inh: 0; TDP2 absorb: -1; ASAP1 GAP inh: 9; ARFGAP1 inh: 4; ADAM10 inh: -6; SIAE inh: -16; Tn6 DDE FP: -7

Results for CCOC(=O)c1sc(NC(=S)NC(=O)c2ccco2)nc1C ?
PLCb3 inh: -8; Tn7 DDE FP: 5; ADAM17 inh: -1; PLCg1 inh: 0; TDP2 absorb: 4; ASAP1 GAP inh: 7; ARFGAP1 inh: 9; ADAM10 inh: -8; SIAE inh: -6; Tn6 DDE FP: 2

Results for COC(=O)Cn1c2c(c3cc(C)ccc31)CCCC2NC(C)c1ccccc1 (stereo not drawn) ?
PLCb3 inh: -8; Tn7 DDE FP: -6; ADAM17 inh: -2; PLCg1 inh: -4; TDP2 absorb: 4; ASAP1 GAP inh: -2; ARFGAP1 inh: 1; ADAM10 inh: -4; SIAE inh: 7; Tn6 DDE FP: -7

What do the screens show for `COc1cccc(OCCCn2cc(/C=C3/C(=N)N4C=C(C)SC4=NC3=O)c3ccccc32)c1`?
PLCb3 inh: -3; Tn7 DDE FP: 4; ADAM17 inh: -2; PLCg1 inh: -2; TDP2 absorb: 1; ASAP1 GAP inh: -3; ARFGAP1 inh: -9; ADAM10 inh: 9; SIAE inh: -17; Tn6 DDE FP: 7

Results for COc1cc(/C=C2/C(=N)N3C=CSC3=NC2=O)ccc1OCCOc1ccc(NC(C)=O)cc1 ?
PLCb3 inh: -46; Tn7 DDE FP: -10; ADAM17 inh: -45; PLCg1 inh: -40; TDP2 absorb: -16; ASAP1 GAP inh: 7; ARFGAP1 inh: 2; ADAM10 inh: -154; SIAE inh: -6; Tn6 DDE FP: -2

Results for COC(=O)C1=C(C)N(Cc2ccc(C(F)(F)F)cc2)C(=NCc2ccccc2)NC1c1ccc(Cl)cc1 (stereo not drawn) ?
PLCb3 inh: -4; Tn7 DDE FP: -6; ADAM17 inh: 3; PLCg1 inh: 4; TDP2 absorb: -7; ASAP1 GAP inh: -2; ARFGAP1 inh: 11; ADAM10 inh: 1; SIAE inh: 4; Tn6 DDE FP: 6

What do the screens show for `CNC(=O)CC1C(=O)N(c2ccc(F)cc2)C(=S)N1NC(=O)c1ccc(Br)cc1` (stereo not drawn)?
PLCb3 inh: -3; Tn7 DDE FP: 3; ADAM17 inh: -4; PLCg1 inh: 1; TDP2 absorb: 21; ASAP1 GAP inh: -8; ARFGAP1 inh: -9; ADAM10 inh: -2; SIAE inh: 6; Tn6 DDE FP: 0

How did C/C(=N\OCc1nc2ccccc2c(=O)n1/N=C/c1cc([N+](=O)[O-])ccc1O)c1ccccc1 do in these assays?
PLCb3 inh: -33; Tn7 DDE FP: 3; ADAM17 inh: -2; PLCg1 inh: -16; TDP2 absorb: -11; ASAP1 GAP inh: -8; ARFGAP1 inh: 14; ADAM10 inh: -3; SIAE inh: -11; Tn6 DDE FP: -8

Results for Cc1ccc(-c2nc3sc4c(c3c(=O)n2N)CC(C)(C)OC4)cc1 ?
PLCb3 inh: 0; Tn7 DDE FP: 5; ADAM17 inh: -7; PLCg1 inh: -4; TDP2 absorb: -1; ASAP1 GAP inh: -7; ARFGAP1 inh: 9; ADAM10 inh: -5; SIAE inh: 2; Tn6 DDE FP: 3

How did O=C(CN(c1ccccc1Cl)S(=O)(=O)c1ccccc1)NCc1ccccc1 do in these assays?
PLCb3 inh: -3; Tn7 DDE FP: -6; ADAM17 inh: 6; PLCg1 inh: 4; TDP2 absorb: -7; ASAP1 GAP inh: -6; ARFGAP1 inh: 5; ADAM10 inh: 0; SIAE inh: -2; Tn6 DDE FP: 6

What do the screens show for `O=C(O)CN(Cc1ccccc1)S(=O)(=O)c1ccc(F)cc1`?
PLCb3 inh: 0; Tn7 DDE FP: 8; ADAM17 inh: -4; PLCg1 inh: 2; TDP2 absorb: 2; ASAP1 GAP inh: -12; ARFGAP1 inh: 1; ADAM10 inh: -9; SIAE inh: 6; Tn6 DDE FP: 2

How did O=C(NCc1cccs1)C1CCCN(c2nc3ccccc3o2)C1 (stereo not drawn) do in these assays?
PLCb3 inh: 0; Tn7 DDE FP: -4; ADAM17 inh: 2; PLCg1 inh: 4; TDP2 absorb: -1; ASAP1 GAP inh: -11; ARFGAP1 inh: -1; ADAM10 inh: -1; SIAE inh: -5; Tn6 DDE FP: -2

Results for O=C(CN1CCN(C(=O)c2cccc(S(=O)(=O)N3CCCC3)c2)CC1)Nc1cccc(F)c1 ?
PLCb3 inh: -2; Tn7 DDE FP: 8; ADAM17 inh: -2; PLCg1 inh: 2; TDP2 absorb: -10; ASAP1 GAP inh: 5; ARFGAP1 inh: 0; ADAM10 inh: -2; SIAE inh: 6; Tn6 DDE FP: 11

What do the screens show for `CCN(CC(=O)NCc1cccs1)C(=O)c1cccc(Cl)c1`?
PLCb3 inh: -2; Tn7 DDE FP: -7; ADAM17 inh: -1; PLCg1 inh: 2; TDP2 absorb: 9; ASAP1 GAP inh: -18; ARFGAP1 inh: 7; ADAM10 inh: -9; SIAE inh: 6; Tn6 DDE FP: 2

Results for Cc1occc1-c1nnc(SCC(=O)NCc2ccc(Cl)cc2)n1-c1ccccc1 ?
PLCb3 inh: -3; Tn7 DDE FP: 4; ADAM17 inh: -2; PLCg1 inh: -6; TDP2 absorb: -6; ADAM10 inh: -6; SIAE inh: -7; Tn6 DDE FP: 4

Results for O=C(NCCN1CCC(n2c(=O)[nH]c3ccccc32)CC1)c1ccccc1Cl ?
PLCb3 inh: 3; Tn7 DDE FP: -6; ADAM17 inh: -3; PLCg1 inh: 2; TDP2 absorb: 9; ASAP1 GAP inh: 1; ARFGAP1 inh: 16; ADAM10 inh: 1; SIAE inh: 13; Tn6 DDE FP: -9

What do the screens show for `O=C(Nc1ccc(F)cc1)N1CCN(C/C=C/c2ccccc2)CC1`?
PLCb3 inh: -1; Tn7 DDE FP: 1; ADAM17 inh: -5; PLCg1 inh: -2; TDP2 absorb: 13; ASAP1 GAP inh: -12; ARFGAP1 inh: -12; ADAM10 inh: 2; SIAE inh: 2; Tn6 DDE FP: 1

How did Cc1ccc(-c2ccnc(=S)[nH]2)cc1 do in these assays?
PLCb3 inh: 2; Tn7 DDE FP: 1; ADAM17 inh: 0; PLCg1 inh: 0; TDP2 absorb: -2; ASAP1 GAP inh: -7; ARFGAP1 inh: 5; ADAM10 inh: 0; SIAE inh: -1; Tn6 DDE FP: 3

Results for C=C(C)C(=O)Nc1ccc(NC(C)C)cc1 ?
PLCb3 inh: -3; Tn7 DDE FP: -8; ADAM17 inh: -2; PLCg1 inh: 1; TDP2 absorb: 0; ASAP1 GAP inh: 4; ARFGAP1 inh: 3; ADAM10 inh: 0; SIAE inh: 2; Tn6 DDE FP: -5

What do the screens show for `Cc1cc(N2CCOCC2)ncc1[N+](=O)[O-]`?
PLCb3 inh: 6; Tn7 DDE FP: 5; ADAM17 inh: 1; PLCg1 inh: 4; TDP2 absorb: -18; ASAP1 GAP inh: 0; ARFGAP1 inh: 1; ADAM10 inh: 1; SIAE inh: -6; Tn6 DDE FP: 6

What do the screens show for `O=C(O)/C(=C\c1cn(-c2ccccc2)nc1-c1cccnc1)NC(=O)c1ccccc1`?
PLCb3 inh: -3; Tn7 DDE FP: 0; ADAM17 inh: -2; PLCg1 inh: 2; TDP2 absorb: 4; ASAP1 GAP inh: -10; ARFGAP1 inh: 2; ADAM10 inh: -4; SIAE inh: 7; Tn6 DDE FP: 1

Results for O=C(CCc1nc2ccccc2c(=O)[nH]1)N1CCCc2ccccc21 ?
PLCb3 inh: -76; Tn7 DDE FP: 3; ADAM17 inh: -10; PLCg1 inh: -54; TDP2 absorb: -6; ASAP1 GAP inh: -3; ARFGAP1 inh: -2; ADAM10 inh: -14; SIAE inh: 4; Tn6 DDE FP: -2

Results for CN(C(=O)c1cccc(NC(=O)Cc2cccc(NC(=O)C3CCCN(C(=O)C4CC4)C3)c2)c1)C1CCC1 (stereo not drawn) ?
PLCb3 inh: 1; Tn7 DDE FP: -2; ADAM17 inh: -3; PLCg1 inh: 0; TDP2 absorb: 7; ASAP1 GAP inh: 3; ARFGAP1 inh: -3; ADAM10 inh: -6; SIAE inh: 2; Tn6 DDE FP: 2

What do the screens show for `CCOC(=O)c1c(S(=O)(=O)Nc2cccc(-c3ccno3)c2)c(C)n(C)c1C`?
PLCb3 inh: -9; Tn7 DDE FP: 6; ADAM17 inh: 2; PLCg1 inh: -3; TDP2 absorb: -5; ASAP1 GAP inh: 10; ARFGAP1 inh: -1; ADAM10 inh: -4; SIAE inh: -11; Tn6 DDE FP: -3

Compound activity from PubChem.
